IDH1 mut inh – inhibitors of IDH1 R132H reductase, primary screen, biochemical, plate reader, single point. inhibition, % at 10 µM. actives 0.18% (n = 70,000). diaphorase/resazurin fluorescence, 60 min. Isocitrate dehydrogenase [NADP] cytoplasmic (Homo sapiens), O75874; in the data active = inhibition above about 34%; inconclusive = no clear call, values can overlap the other calls; inactive = below about 11%;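 also: 0% = DMSO and 100% = no enzyme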
Target sequence (O75874 whole entry R132H): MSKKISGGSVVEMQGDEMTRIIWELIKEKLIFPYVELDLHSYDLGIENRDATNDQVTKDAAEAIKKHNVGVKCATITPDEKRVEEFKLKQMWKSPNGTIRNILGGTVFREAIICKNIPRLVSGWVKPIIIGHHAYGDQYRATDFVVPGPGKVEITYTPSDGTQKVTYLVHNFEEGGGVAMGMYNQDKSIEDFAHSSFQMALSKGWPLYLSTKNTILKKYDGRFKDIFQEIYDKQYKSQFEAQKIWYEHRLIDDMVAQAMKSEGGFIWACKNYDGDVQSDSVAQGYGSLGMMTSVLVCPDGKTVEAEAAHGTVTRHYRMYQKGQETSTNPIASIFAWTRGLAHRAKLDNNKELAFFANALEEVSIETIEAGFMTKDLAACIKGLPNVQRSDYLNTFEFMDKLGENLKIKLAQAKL
PRC2 inh – EZH2/PRC2 methyltransferase inhibitors, primary screen, biochemical, DELFIA time-resolved fluorescence, single point. Histone-lysine N-methyltransferase EZH2 (Homo sapiens), Q15910. PRC2 H3K27 methylation, DELFIA TRF, 1 h. inhibition, % at 12.5 µM. actives 0.35% (n = 57,000). AID 651548, 2012;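 active = mean inhibition of replicates at least 50% and every single replicate also reaching 50%; inconclusive = mean inhibition at least 50% but some replicate falls below 50%; inactive = mean inhibition under 50%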;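 also: dimethyl H3K27 on biotinylated H3 21-44 peptide detected by antibody; plate controls were median neutral control wells for no effect and median positive control wells for full effect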
Numbers without * were called inactive; ? = inconclusive; / = no result given. Only part of the results is shown; the hit share may differ from the screen's.

compound | IDH1 mut inh | PRC2 inh
C[C@@H]1CN([C@@H](C)CO)C(=O)c2cc(NS(=O)(=O)c3ccc(F)cc3)ccc2O[C@H]1CN(C)Cc1ccc2c(c1)OCO2 | / | 6
COc1ccc(S(=O)(=O)Nc2ccc3c(c2)C(=O)N([C@@H](C)CO)C[C@@H](C)[C@H](CN(C)C(=O)Nc2ccc4c(c2)OCO4)OCCCC[C@@H](C)O3)cc1 | -0.6 | /
COCC(=O)Nc1ccc2c(c1)OC[C@H](C)N(C(=O)Cc1ccccn1)C[C@@H](C)[C@H](OC)CN(C)C2=O | 0.1 | 2
Cc1noc(C)c1S(=O)(=O)N(C)C[C@@H]1Oc2ccc(NS(=O)(=O)c3cn(C)cn3)cc2C(=O)N([C@@H](C)CO)C[C@@H]1C | 1.2 | /
C[C@H]1CN([C@@H](C)CO)C(=O)Cc2cc(NC(=O)Cc3ccccc3)ccc2O[C@@H]1CN(C)Cc1ccncc1 | 9.9 | /
CCCN1C[C@@H](C)[C@H](OC)CN(C)C(=O)c2cc(NC(=O)Nc3cccc(OC)c3)ccc2OC[C@@H]1C | -0.5 | -3
C[C@H]1CN([C@@H](C)CO)S(=O)(=O)c2ccc(-c3cncnc3)cc2O[C@H]1CN(C)Cc1ccc(Oc2ccccc2)cc1 | -2.9 | 1
Cc1noc(C)c1NC(=O)Nc1cccc2c1O[C@H](CN(C)C(=O)NC1CCCCC1)[C@H](C)CN([C@H](C)CO)C2=O | 2.2 | /
Cc1noc(C)c1NC(=O)Nc1ccc2c(c1)CC(=O)N([C@@H](C)CO)C[C@H](C)[C@H](CN(C)C(=O)NC1CCCCC1)O2 | -0.3 | /
O=C(NC1CCCC1)c1c(NC(=O)c2cc(-c3cccnc3)nc3ccccc23)sc2c1CCCC2 | -0.1 | 7
C[C@@H]1CN([C@@H](C)CO)C(=O)Cc2cc(NC(=O)Nc3ccc(F)cc3)ccc2O[C@@H]1CN(C)Cc1ccccc1 | / | -8
CNC[C@@H]1Oc2ccc(NC(=O)C3CC3)cc2CC(=O)N([C@H](C)CO)C[C@H]1C | 2.0 | 2
Cc1cccc(NC(=O)CSc2nc(-c3ccccc3)c(-c3ccccc3)[nH]2)c1C | 0.2 | 16
COc1ccc(NC(=O)N(C)C[C@@H]2Oc3c(NC(=O)C4CCCCC4)cccc3C(=O)N([C@@H](C)CO)C[C@H]2C)cc1 | 1.6 | 24
C[C@@H]1CN([C@@H](C)CO)C(=O)c2cc(NC(=O)NC3CCCCC3)ccc2O[C@H]1CN(C)Cc1ccc(C(=O)O)cc1 | -1.2 | /
CO[C@@H]1CN(C)C(=O)c2ccc(NS(=O)(=O)c3ccc(Oc4ccccc4)cc3)cc2OC[C@H](C)NC[C@@H]1C | 0.2 | 0
C[C@H]1CN([C@@H](C)CO)S(=O)(=O)c2ccc(-c3cccc(F)c3)cc2O[C@@H]1CN(C)S(C)(=O)=O | 1.5 | /
Cc1ccc(-c2cc(-c3c(C)nn(C)c(=O)c3N)[nH]n2)cc1 | 0.1 | -5
C[C@@H]1CN([C@H](C)CO)C(=O)c2cc(NC(=O)Nc3ccc(F)cc3)ccc2O[C@H]1CN(C)Cc1ccncc1 | / | -10
C[C@@H]1CN([C@H](C)CO)C(=O)c2cc(C#Cc3cccnc3)cnc2O[C@@H]1CN(C)C | 4.2 | 5
COc1ccc(S(=O)(=O)N(C)C[C@@H]2OCc3cnnn3CCCC(=O)N([C@H](C)CO)C[C@H]2C)cc1 | / | 5
Cc1oc(-c2cc(Cl)cc(Cl)c2)cc1C(=O)NCc1ccco1 | 0.0 | /
C[C@@H]1CN([C@H](C)CO)C(=O)c2cc(NC(=O)Nc3ccc(F)cc3)ccc2O[C@@H]1CN(C)Cc1ccc(C(F)(F)F)cc1 | 0.2 | -8
CO[C@H]1CN(C)C(=O)c2ccc(NC(=O)c3ccc4c(c3)OCO4)cc2OC[C@@H](C)N(CCC(F)(F)F)C[C@@H]1C | 0.1 | -10
C[C@@H]1CN([C@@H](C)CO)C(=O)Cc2cc(NS(=O)(=O)c3cn(C)cn3)ccc2O[C@H]1CN(C)Cc1ccc(Oc2ccccc2)cc1 | -3.6 | /
O=C(Nc1ccc(Cl)cc1)N[C@H]1CC[C@H](CCn2cc(Cc3ccccc3)nn2)O[C@@H]1CO | 0.2 | -9
COc1ccccc1NC(=O)N[C@H]1CC[C@H](CCn2cc(-c3ccccc3)nn2)O[C@@H]1CO | 0.4 | 4
O=C(N[C@H]1CC[C@@H](CCn2cc(-c3ccccc3)nn2)O[C@H]1CO)c1cnccn1 | -0.5 | -4
Cc1noc(C)c1NC(=O)Nc1cccc2c1O[C@@H](CN(C)C(=O)Nc1ccc(F)cc1)[C@@H](C)CN([C@H](C)CO)C2=O | 3.2 | /
CO[C@@H]1CN(C)C(=O)c2ccc(NC(C)=O)cc2OC[C@@H](C)N(CC2CC2)C[C@@H]1C | -0.1 | -4

The closing two entries of the section before open the next one.
compound | IDH1 mut inh | PRC2 inh
Cc1noc(C)c1NC(=O)Nc1cccc2c1O[C@@H](CN(C)C(=O)Nc1ccc(F)cc1)[C@@H](C)CN([C@H](C)CO)C2=O | 3.2 | /
CO[C@@H]1CN(C)C(=O)c2ccc(NC(C)=O)cc2OC[C@@H](C)N(CC2CC2)C[C@@H]1C | -0.1 | -4
COc1ccc(S(=O)(=O)Nc2cccc3c2O[C@H](CN(C)S(=O)(=O)c2c(C)noc2C)[C@H](C)CN([C@@H](C)CO)C3=O)cc1 | -1.3 | /
COc1ccc(/C=C/C(=O)O[C@@H]2[C@@H](O)[C@@H](O)[C@H](O[C@@H]3C=C(CO)[C@H]4[C@H](O[C@@H]5O[C@H](CO)[C@@H](O)[C@H](O)[C@H]5O)OC=C[C@H]43)O[C@H]2C)cc1O | 0.0 | /
C[C@@H]1CN([C@@H](C)CO)C(=O)c2cccc(N(C)C)c2O[C@H]1CN(C)S(=O)(=O)c1cccs1 | -0.7 | -7
O=C(Nc1cc(F)ccc1F)N[C@@H]1C=C[C@H](CC(=O)N2CCc3ccccc3C2)O[C@H]1CO | -0.3 | -3
CO[C@H]1CN(C)C(=O)c2cc(NC(=O)c3cc(C)on3)ccc2OC[C@@H](C)NC[C@H]1C | 0.3 | -2
Cc1noc(C)c1NC(=O)N[C@H]1C=C[C@@H](CC(=O)NCCCN(C)C)O[C@@H]1CO | 0.0 | 3
C[C@@H]1CCCCO[C@H](CN(C)C(=O)CCC(F)(F)F)[C@@H](C)CN([C@@H](C)CO)C(=O)c2cc(NC(=O)CCCN(C)C)ccc2O1 | 0.5 | /
C[C@H]1CN([C@@H](C)CO)C(=O)c2cc(NC(=O)Cn3cnnn3)ccc2O[C@H]1CN(C)Cc1ccccc1 | -0.4 | -1
Cc1ccc(C(C)C)c(OCCSc2ncnc3nc[nH]c23)c1 | -1.2 | 13
CCCC(=O)Nc1ccc2c(c1)C(=O)N(C)C[C@@H](OC)[C@@H](C)CN(C(=O)c1cnccn1)[C@H](C)CO2 | 0.3 | 9
CC(C)CC#Cc1cnc2c(c1)C(=O)N([C@H](C)CO)C[C@H](C)[C@H](CN(C)C(=O)C1CCCCC1)O2 | -0.3 | /
C[C@H]1CN([C@@H](C)CO)C(=O)c2cc(NS(=O)(=O)c3cccs3)ccc2O[C@@H]1CN(C)Cc1ccc(C(=O)Nc2ccccc2N)cc1 | / | -11
CCCN(C)C[C@@H]1Oc2ncc(-c3cccnc3)cc2C(=O)N([C@H](C)CO)C[C@H]1C | 1.5 | -8
Cc1ccc(S(=O)(=O)Nc2ccc3c(c2)C(=O)N([C@@H](C)CO)C[C@@H](C)[C@@H](CN(C)S(=O)(=O)c2cn(C)cn2)O3)cc1 | -0.7 | /
CO[C@@H]1CN(C)C(=O)c2cc(NS(C)(=O)=O)ccc2OC[C@H](C)N(C(=O)C2CCCC2)C[C@H]1C | -0.1 | -10
C[C@H](CO)N1C[C@H](C)[C@@H](CN(C)Cc2ccc(C(F)(F)F)cc2)Oc2ccc(NC(=O)Nc3ccc4c(c3)OCO4)cc2C1=O | 0.1 | /
Cc1cc(C(=O)Nc2cccc3c2O[C@H](CN(C)Cc2ccc(-c4ccccc4)cc2)[C@@H](C)CN([C@@H](C)CO)C3=O)n(C)n1 | 2.4 | -7
O=C(C[C@@H]1C[C@@H]2c3cc(NC(=O)c4cccnc4)ccc3O[C@@H]2[C@@H](CO)O1)NCc1cc(F)ccc1F | -0.3 | -3
C[C@@H]1CN([C@@H](C)CO)C(=O)c2cc(NC(=O)NC3CCCCC3)ccc2O[C@@H](C)CCCCO[C@H]1CN(C)C(=O)Nc1ccc2c(c1)OCO2 | 0.8 | /
COCC(=O)Nc1ccc2c(c1)C(=O)N(C)C[C@@H](OC)[C@H](C)CN(C(=O)c1cnccn1)[C@@H](C)CO2 | -0.1 | -1
C[C@@H]1CN([C@H](C)CO)C(=O)c2cc(C#CC3(O)CCCC3)cnc2O[C@@H]1CN(C)Cc1ccccc1 | 0.0 | 3
COc1ccccc1CNC(=O)C[C@@H]1C[C@@H]2c3cc(NC(=O)c4ccc5c(c4)OCO5)ccc3O[C@@H]2[C@H](CO)O1 | -0.3 | 2
O=C(O)CN(Cc1ccccc1Cl)S(=O)(=O)c1ccc(Br)cc1 | -0.6 | 16
C[C@@H]1CN([C@@H](C)CO)C(=O)c2cc(NC(=O)Nc3cccc4ccccc34)ccc2O[C@@H]1CN(C)Cc1ccc2c(c1)OCO2 | 0.0 | -25
C[C@@H]1CCCCO[C@@H](CN(C)S(=O)(=O)c2cccs2)[C@@H](C)CN([C@@H](C)CO)C(=O)c2cc(NC(=O)CCCN(C)C)ccc2O1 | -0.9 | /
C[C@H](CO)N1C[C@H](C)[C@@H](CN(C)C(=O)C2CCCCC2)Oc2ncc(C#Cc3ccccc3F)cc2C1=O | / | -18
COCC(=O)Nc1ccc2c(c1)C(=O)N(C)C[C@H](OC)[C@H](C)CN(C(=O)Cc1ccccn1)[C@@H](C)CO2 | -0.1 | 4
Cn1c(CN2CCOCC2)nnc1SCC(=O)Nc1sc2c(c1C#N)CCC(C(C)(C)C)C2 (centres undefined) | 0.1 | -17
O=C(NCC[C@H]1CC[C@H](NC(=O)C2CCCC2)[C@H](CO)O1)c1cnccn1 | -0.2 | 1
CO[C@H]1CN(C)C(=O)c2cc(NC(C)=O)ccc2OC[C@H](C)N(Cc2ccccn2)C[C@H]1C | -0.5 | 1
C[C@@H]1CCCCO[C@H](CN(C)Cc2ccccc2)[C@@H](C)CN([C@H](C)CO)C(=O)c2cc(NC(=O)NC3CCCCC3)ccc2O1 | -0.1 | /
C[C@@H]1CN([C@@H](C)CO)S(=O)(=O)c2ccc(C#Cc3ccccn3)cc2O[C@@H]1CN(C)Cc1cccc(F)c1 | -2.8 | 27
C[C@H]1CN([C@@H](C)CO)C(=O)c2cc(C#Cc3ccccn3)cnc2O[C@H]1CN(C)CC1CCCC1 | -0.2 | 1
CCCN(C)C[C@H]1Oc2cc(/C=C/c3ccccc3)ccc2S(=O)(=O)N([C@@H](C)CO)C[C@H]1C | -0.3 | -23
C[C@H](CO)N1C[C@H](C)[C@H](CN(C)C(=O)Nc2ccccc2)Oc2c(NC(=O)c3ccc(-c4nccs4)cc3)cccc2C1=O | 0.2 | /
O=S(=O)(Nc1ccc(O)c(Sc2nc3ccccc3s2)c1)c1ccccc1 | ? | 2
Cc1ccc(S(=O)(=O)N[C@@H]2CC[C@@H](CC(=O)NCc3ccccc3F)O[C@@H]2CO)cc1 | 0.0 | -3
C[C@@H]1CCCCO[C@H](CN(C)Cc2ccc3c(c2)OCO3)[C@@H](C)CN([C@H](C)CO)C(=O)c2cc(NS(C)(=O)=O)ccc2O1 | 2.5 | 8
CCc1cc(Br)cc(C)c1NC(=O)CSc1nnc(-c2ccc(Cl)cc2)n1C | -0.3 | -3
CO[C@@H]1CN(C)C(=O)c2cc(NC(C)=O)ccc2OC[C@@H](C)N(C(=O)CN(C)C)C[C@H]1C | -0.1 | -22
N[C@@H](C(=O)N[C@@H]1C(=O)N2C(C(=O)O)=C(Cl)CS[C@H]12)c1ccccc1 | 2.7 | /
C[C@H](CO)N1C[C@H](C)[C@@H](CN(C)Cc2ccc(-c3ccccc3)cc2)Oc2ccc(NS(=O)(=O)c3ccc(Cl)cc3)cc2CC1=O | -1.2 | /
C[C@@H]1CN([C@H](C)CO)C(=O)c2cccc(NS(=O)(=O)c3cccs3)c2O[C@H]1CN(C)Cc1ccc(C(=O)Nc2ccccc2N)cc1 | -0.3 | -31
Cc1ccc(S(=O)(=O)N(C)C[C@H]2Oc3ccc(NC(=O)NC4CCCCC4)cc3CC(=O)N([C@H](C)CO)C[C@H]2C)cc1 | 1.3 | -14
CN(C)CC(=O)Nc1ccc2c(c1)[C@@H]1C[C@H](CC(=O)NCc3cccc(F)c3)O[C@H](CO)[C@@H]1O2 | -2.2 | -3
CCCNC(=O)N[C@H]1CC[C@H](CCn2cc(C3CC3)nn2)O[C@H]1CO | 0.0 | 5
Cc1ccc(S(=O)(=O)N(C)C[C@H]2Oc3c(NC(=O)c4cc(C)nn4C)cccc3C(=O)N([C@H](C)CO)C[C@H]2C)cc1 | -2.2 | /

Quoted at random: three compounds from above, in no set order.
compound | IDH1 mut inh | PRC2 inh
C[C@H]1CN([C@@H](C)CO)C(=O)c2cc(C#Cc3ccccn3)cnc2O[C@H]1CN(C)CC1CCCC1 | -0.2 | 1
C[C@@H]1CCCCO[C@H](CN(C)Cc2ccccc2)[C@@H](C)CN([C@H](C)CO)C(=O)c2cc(NC(=O)NC3CCCCC3)ccc2O1 | -0.1 | /
CCc1cc(Br)cc(C)c1NC(=O)CSc1nnc(-c2ccc(Cl)cc2)n1C | -0.3 | -3

High-throughput results (PubChem)
